Kir21 inh – Kir2.1 (mouse) channel inhibition; P35561; HEK293-Kir2.1, FluxOR thallium flux fluorescence; hits give low values; B-score at 10 µM; hit rate 0.85% among 310,000;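 active = fluorescence ratio B-score at or below minus 3 SD of library scores, with starting-brightness B-score within 2 SD, cut at about -4.2 in these data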;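 also: channel flux triggered by added potassium and thallium sulfate stimulus; B-score of peak minus minimum fluorescence over baseline after thallium stimulus; more negative B-score means stronger Kir2.1 block with less thallium influx; some compounds called inactive have numbers as strong as hits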
Target sequence (P35561 whole entry, looked up): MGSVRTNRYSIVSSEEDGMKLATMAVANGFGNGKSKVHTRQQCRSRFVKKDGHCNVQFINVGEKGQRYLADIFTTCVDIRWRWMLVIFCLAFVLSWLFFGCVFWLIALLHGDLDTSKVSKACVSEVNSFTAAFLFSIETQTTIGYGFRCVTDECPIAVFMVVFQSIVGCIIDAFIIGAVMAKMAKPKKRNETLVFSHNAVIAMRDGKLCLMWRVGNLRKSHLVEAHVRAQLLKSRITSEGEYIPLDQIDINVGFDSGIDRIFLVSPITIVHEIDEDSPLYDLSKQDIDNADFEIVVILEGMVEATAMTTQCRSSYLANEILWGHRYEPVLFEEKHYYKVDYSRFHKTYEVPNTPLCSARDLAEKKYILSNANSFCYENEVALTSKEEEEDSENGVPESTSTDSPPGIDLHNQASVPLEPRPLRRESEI
STK33 inh – human STK33 kinase inhibition; purified STK33, MBP phosphorylation, ADP-Glo luminescence; inhibition, % at 10 µM; hit rate 0.073% among 320,000;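 active = inhibition at or above 25%, using the most active replicate where run in duplicate; inactive = inhibition below 25%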
Target sequence (Q9BYT3 whole entry, looked up): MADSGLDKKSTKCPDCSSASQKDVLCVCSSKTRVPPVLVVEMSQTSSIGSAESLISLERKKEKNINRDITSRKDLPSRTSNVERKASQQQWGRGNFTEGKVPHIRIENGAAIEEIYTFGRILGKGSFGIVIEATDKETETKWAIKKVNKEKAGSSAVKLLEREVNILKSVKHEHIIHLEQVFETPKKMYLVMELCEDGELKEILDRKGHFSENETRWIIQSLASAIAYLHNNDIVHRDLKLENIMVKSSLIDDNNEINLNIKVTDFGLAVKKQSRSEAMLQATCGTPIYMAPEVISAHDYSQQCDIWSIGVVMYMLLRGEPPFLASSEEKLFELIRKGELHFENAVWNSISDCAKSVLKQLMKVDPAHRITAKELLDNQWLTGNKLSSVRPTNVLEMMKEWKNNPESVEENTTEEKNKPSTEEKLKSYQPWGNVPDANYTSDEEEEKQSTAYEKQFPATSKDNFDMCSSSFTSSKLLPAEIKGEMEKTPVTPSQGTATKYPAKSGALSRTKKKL
* hit, by the source's call.

`Cc1ccc(Nc2c(N)c(=O)oc3ccccc23)cc1` gave Kir21 inh -0.87 and STK33 inh 1.5.
`CCN1CCN(C(=O)NCc2ccccc2)CC1` gave Kir21 inh -0.46 and STK33 inh 0.2.
Screening Cc1nc(CS(=O)c2ccc(Cl)cc2)cc(NCc2ccc(Cl)cc2Cl)n1 (stereo not given) returned Kir21 inh -1.6 and STK33 inh -0.5.
Screening CC(C)(C)N(Cc1ccccc1)C(=O)COC(=O)C1CCCCC1 returned STK33 inh -1.1.
`O=C(NCc1ccc(F)cc1)c1ccc(S(=O)(=O)N2CCCCC2)cc1` gave STK33 inh -0.6.
For O=C(c1cnn2c(C(F)F)cc(-c3ccccc3)nc12)N1CCOCC1 the results were Kir21 inh -0.74 and STK33 inh -2.3.
For O=C1CC(N2CCN(c3ccc(Cl)cc3)CC2)C(=O)N1c1ccc(F)cc1 (stereo not given) the results were Kir21 inh 0.6 and STK33 inh 0.2.
Screening CCN(C(=O)Cn1c(=O)oc2cc(S(=O)(=O)N3CCOCC3)ccc21)c1ccccc1 returned Kir21 inh 0.62 and STK33 inh 1.7.
O=C(COc1nncc2ccccc12)NCC(F)(F)F was read as Kir21 inh 2.6 and STK33 inh -1.2.
`COc1ccc(OC)c(C2Nc3nc4ccccc4n3C(C)=C2C(=O)Nc2ccc(C)cc2C)c1` (stereo not given) gave Kir21 inh 0.37.
`COc1cc(NC(=O)c2ccc(C)c([N+](=O)[O-])c2)ccc1NC(=O)c1ccco1` gave Kir21 inh -1 and STK33 inh -0.9.
For CCN1C(=O)C2(C(C#N)=C(N)Oc3cc(C)oc(=O)c32)c2ccccc21 (stereo not given) the results were Kir21 inh 2.5 and STK33 inh -2.0.
CN(C(=O)COC(=O)c1ccc(C#N)cc1)c1ccccc1 was read as Kir21 inh 1.4 and STK33 inh -2.8.
Screening CC(/C=N/n1c(-c2ccc(C)cc2)n[nH]c1=S)=C\c1ccco1 returned Kir21 inh -0.85 and STK33 inh -1.0.
`Cc1cccn2c(=O)c3cc(C(=O)NCc4ccco4)c(=N)n(C4CCCC4)c3nc12` gave Kir21 inh -0.29 and STK33 inh 3.4.
CC(C)(NO)/C(=N\O)c1ccccc1 was read as Kir21 inh 0.06 and STK33 inh -1.0.
For Cc1cc(NC(=O)CCSc2nc(-c3ccco3)cc(C(F)(F)F)n2)n(-c2ccccc2)n1 the results were Kir21 inh -0.06 and STK33 inh -1.8.
Screening COc1ccc(NS(=O)(=O)c2cc(OCC(N)=O)c(C)cc2Cl)cc1 returned Kir21 inh 2.3 and STK33 inh -0.3.
For O=[N+]([O-])c1cccc(NC2=NCCC2)c1 the results were Kir21 inh -2.4 and STK33 inh 0.8.
`CCCN(C(=O)C(C)Oc1cccc(Cl)c1)c1c(N)n(Cc2ccccc2)c(=O)[nH]c1=O` (stereo not given) gave Kir21 inh -0.04 and STK33 inh -0.2.
`COc1ccc(SC[C@H](CC(C)C)N2CCN(C)CCC2=O)cc1` gave Kir21 inh -0.7 and STK33 inh -2.2.
For COc1cc(/C=C/C(=O)OCC(=O)Nc2ccc(C)cc2[N+](=O)[O-])ccc1O the results were Kir21 inh -0.24 and STK33 inh -2.4.
O=C(CCCCCn1nnc2ccccc2c1=O)N[C@H](C(=O)O)c1ccccc1 was read as Kir21 inh 1.4 and STK33 inh -1.5.
Screening CN(C)S(=O)(=O)N1CCC(Oc2cccc(C(=O)NC3CCCCCC3)c2)CC1 returned Kir21 inh 1.1 and STK33 inh -0.5.
`O=C(COC(=O)c1cccc(Br)c1)NCCC1=CCCCC1` gave Kir21 inh 0.1 and STK33 inh 0.8.
COc1ccc(-n2c(C)cc(C(=O)CSc3ccc(NC(C)=O)cc3)c2C)cc1 was read as Kir21 inh 0.53 and STK33 inh -2.2.
`CCN(CC)S(=O)(=O)c1ccc(NC(=O)Cn2cnc3ccccc3c2=O)cc1` gave Kir21 inh 0.91 and STK33 inh 1.3.
C=CCn1c(COc2ccc(Cl)cc2)nnc1SCC(=O)N1CC(=O)Nc2ccccc21 was read as Kir21 inh -0.03 and STK33 inh -0.2.
Screening COc1ccc(N2CC(C(=O)OCC(=O)Nc3ccccc3C)CC2=O)cc1 (stereo not given) returned Kir21 inh -1.7 and STK33 inh -2.6.
Screening Cc1ccccc1CNC(=O)C(=O)Nc1nccs1 returned Kir21 inh 1.3 and STK33 inh -1.8.
For O=C(O)C1CC=CCC1C(=O)NC1CCCCC1 (stereo not given) the results were Kir21 inh -0.72 and STK33 inh 0.3.
`CN(C)c1ccc(NC(=O)COC(=O)CNC(=O)c2cccs2)cc1` gave STK33 inh 0.1.
For CS(=O)(=O)N1CCC(C(=O)NCc2ccc3c(c2)OCO3)CC1 the results were Kir21 inh 0.42 and STK33 inh -0.9.
Screening Cn1c(N)c(C(=O)NCc2ccccc2Cl)sc1=S returned Kir21 inh 0.27 and STK33 inh 0.7.
`COc1cccc(-c2nc(CS(=O)(=O)CC(=O)Nc3ccccc3Cl)c(C)o2)c1` gave Kir21 inh -0.09 and STK33 inh -2.6.
CCn1cc(/C=C/c2cc[n+](C)cc2)c2ccccc21 was read as Kir21 inh -16 and STK33 inh 0.4.
For COc1cccc(-c2csc(N3CCN(C(=S)Nc4cccc(C)c4)CC3)n2)c1 the results were Kir21 inh -3.1 and STK33 inh -2.2.
For CCOc1ccc(CNC(=O)C(C)n2nc(C)c3c(C)n(-c4ccccc4)nc3c2=O)cc1 (stereo not given) the results were Kir21 inh 0.26 and STK33 inh -0.6.
Screening N#CCSc1nc2ccccc2c(=O)n1CCC(=O)NC1CCCCC1 returned Kir21 inh -0.31 and STK33 inh -0.1.
For Cc1cccc(NC(=O)COC(=O)CCc2c[nH]c3ccccc23)c1C the results were STK33 inh 2.4.
For C=CCNC(=O)CN1CCN(Cc2ccc3c(c2)OCO3)CC1 the results were Kir21 inh -0.79 and STK33 inh 0.5.
Screening C=CCn1c(SCC(=O)Nc2cc(NC(C)=O)ccc2OC)nnc1-c1cccnc1 returned Kir21 inh -0.01 and STK33 inh -3.1.
For CCC(C(=O)OCC(=O)NCc1ccc2c(c1)OCO2)c1ccccc1 (stereo not given) the results were STK33 inh 0.5.
For CCN(CC)S(=O)(=O)c1cc(F)ccc1OC the results were STK33 inh -0.3.
Screening COc1ccc(C(=O)CSc2nnc(C3CC3)n2N)cc1 returned Kir21 inh -0.16 and STK33 inh -0.1.
`CCN1C(=O)c2ccccc2S(=O)(=O)c2ccc(C(=O)NCC(OC)OC)cc21` gave Kir21 inh -0.07 and STK33 inh -1.8.
For Cc1cn2nc(N)c3ccccc3c2n1 the results were STK33 inh -0.4.
Cc1ccc(-n2c(=O)c3sccc3n(CC(=O)NC3CCCC3)c2=O)cc1 was read as Kir21 inh 0.28 and STK33 inh -0.7.
`CC(=O)c1ccc(Nc2cc(C)nc3ncnn23)cc1` gave Kir21 inh 0.69 and STK33 inh 1.0.
For O=C(O)CC(SCC(=O)Nc1ccccc1)C(=O)O (stereo not given) the results were Kir21 inh -0.85 and STK33 inh -10.
Screening O=c1[nH]n(-c2ccc(Cl)cc2)c(=O)c(Cl)c1Cl returned Kir21 inh -0.42 and STK33 inh 0.0.
O=C(O)C1CCN(C(=O)COc2ccc(Br)cc2)CC1 was read as Kir21 inh -0.03 and STK33 inh -0.8.
For CCc1nc2nc(C)c(NS(=O)(=O)c3ccc(Cl)cc3)c(=O)n2[nH]1 the results were Kir21 inh 0.06 and STK33 inh 0.1.
O=C(NCCN1CCOCC1)C1(C(F)(F)F)C/C(=C\Cc2ccccc2)CCCO1 (stereo not given) was read as Kir21 inh -0.22 and STK33 inh 0.5.
Cc1ccc(S(=O)(=O)N2CCCCC2)cc1NC(=O)CSc1ncnc2ccccc12 was read as Kir21 inh -2.4.
O=C(NCc1ccco1)c1nc2nc(-c3cccs3)cc(C(F)(F)F)n2n1 was read as Kir21 inh -0.42 and STK33 inh 0.2.
N#CCCN1CCN(Cn2c3ccccc3c3ccccc32)CC1 was read as Kir21 inh -0.5 and STK33 inh 1.8.
For Cc1ccc2cc(CCNC(=O)c3ccc(C)c([N+](=O)[O-])c3)c(=O)[nH]c2c1 the results were Kir21 inh 3.7 and STK33 inh -0.6.
Screening Cc1ccc(-c2nnc(-c3cccs3)o2)cc1 returned Kir21 inh 0.35 and STK33 inh -1.4.
For COc1ccccc1C(=O)NC(=O)COC(=O)c1cccc(OC(F)F)c1 the results were Kir21 inh -0.44 and STK33 inh -0.5.

Reprinted at random: 2 records from the list
Cc1ccc(S(=O)(=O)N2CCCCC2)cc1NC(=O)CSc1ncnc2ccccc12 was read as Kir21 inh -2.4.
Screening Cc1ccc(-c2nnc(-c3cccs3)o2)cc1 returned Kir21 inh 0.35 and STK33 inh -1.4.

The results go on:
For COc1ccccc1-c1n[nH]c(=S)o1 the results were STK33 inh -4.2.
Screening NS(=O)(=O)c1ccc(CNC(=O)c2ccc(NS(=O)(=O)c3cccs3)cc2)cc1 returned STK33 inh 1.1.
`CCOC(=O)c1cc(=O)c2ccc(OCc3ccccc3)cc2o1` gave Kir21 inh 0.11 and STK33 inh -0.7.
CCC(=O)N1c2ccc(S(=O)(=O)N3CCCC3)cc2CC1C (stereo not given) was read as Kir21 inh 1.1 and STK33 inh 0.5.
For CN(Cc1ccccc1)C(=O)CCCn1c(=O)c2cccn2c2cccnc21 the results were Kir21 inh -0.3 and STK33 inh -0.1.
COc1cc(-c2ccccc2)nc(N)n1 was read as Kir21 inh 0 and STK33 inh 0.7.
`CC(C)Cc1nc2oc3c(Cl)ncnc3c2c2c1CCCC2` gave Kir21 inh 2.3 and STK33 inh -1.6.
Screening CCN(C(=O)COC(=O)c1cc(=O)c2ccccc2o1)c1c(N)n(Cc2ccccc2)c(=O)[nH]c1=O returned Kir21 inh 1.1 and STK33 inh -1.1.
Screening COC(=O)c1cc2occc2n1Cc1ccc(Cl)cc1 returned Kir21 inh -0.19 and STK33 inh -1.8.
For C=CCOc1ccc(C2/C(=C(/O)c3ccc4c(c3)CC(C)O4)C(=O)C(=O)N2CCCN2CCOCC2)cc1 (stereo not given) the results were Kir21 inh 0.8 and STK33 inh -1.8.
`COc1cccc(-n2c(SCC#N)nnc2-c2cnccn2)c1` gave Kir21 inh -0.07 and STK33 inh -0.6.
Screening Cc1cc(Br)ccc1NC(=O)C1CCN(S(=O)(=O)c2cnc[nH]2)CC1 returned Kir21 inh -1.1 and STK33 inh -1.0.
For COc1ncnc2c1oc1ccccc12 the results were Kir21 inh -0.03 and STK33 inh -1.4.
COc1cc(/C=C/C(O)=C/C(=O)/C=C/c2ccc(O)cc2)ccc1O was read as STK33 inh 43*.
Screening Cn1c(=O)c(=O)n(C)c2cc(S(=O)(=O)N3CCOCC3)ccc21 returned Kir21 inh -0.89 and STK33 inh -0.5.
Screening COc1ccc(-c2noc(=O)n2Cc2ccc(F)cc2Cl)cc1 returned Kir21 inh -4 and STK33 inh -1.8.
Screening COc1ccc(C(=O)Nc2cc3c4c(c2)CC(=O)N4CCC3)cc1 returned Kir21 inh 0 and STK33 inh 0.7.
Screening O=C(c1ccco1)N1CCN(c2cc(=O)n(-c3ccc(Cl)cc3)c(=O)[nH]2)CC1 returned Kir21 inh -0.01 and STK33 inh -0.5.
`O=C(c1ccc(COc2ccccc2Cl)o1)N1CCCC1` gave Kir21 inh -1.7 and STK33 inh -3.4.
COc1cc2cc(C(C)(C)O)oc(=O)c2cc1OC was read as STK33 inh -0.4.
`Cc1c(NC(=O)CSc2nnc(COc3ccccc3)n2-c2ccccc2)c(=O)n(-c2ccccc2)n1C` gave Kir21 inh -1.3 and STK33 inh -0.5.
CC1CN(Cc2ccccc2)C(C)CC1O (stereo not given) was read as Kir21 inh 2.5 and STK33 inh -1.1.
`Cc1cc(C)c(NC(=O)COC(=O)C2CCN(c3ccc(C(F)(F)F)cn3)CC2)c(Cl)c1` gave Kir21 inh 0.89 and STK33 inh 0.5.
For O=C(Nc1nc(-c2ccccn2)cs1)c1ncc(Cl)c(Cl)c1Cl the results were Kir21 inh -0.64 and STK33 inh -1.9.
`O=S(=O)(c1ccc(Cl)nc1)N1CCCc2ccccc21` gave Kir21 inh -3.3 and STK33 inh -1.0.
For CCOC(=O)C/C(N)=N/N(C)c1ncc(C(F)(F)F)cc1Cl the results were Kir21 inh -0.93 and STK33 inh -1.5.
Screening O=C(CSCc1ccccc1)Nc1cccc(F)c1 returned Kir21 inh 0.27.
Screening COc1ccc(Cl)cc1NC(=O)C(C)OC(=O)Cn1cc(C(F)(F)F)ccc1=O (stereo not given) returned STK33 inh -1.4.

Sorted by heavy-atom count (largest number first): part of the list above.
`Cc1c(NC(=O)CSc2nnc(COc3ccccc3)n2-c2ccccc2)c(=O)n(-c2ccccc2)n1C` gave Kir21 inh -1.3 and STK33 inh -0.5.
`Cc1cc(C)c(NC(=O)COC(=O)C2CCN(c3ccc(C(F)(F)F)cn3)CC2)c(Cl)c1` gave Kir21 inh 0.89 and STK33 inh 0.5.
Screening COc1ccc(Cl)cc1NC(=O)C(C)OC(=O)Cn1cc(C(F)(F)F)ccc1=O (stereo not given) returned STK33 inh -1.4.
Screening O=C(c1ccco1)N1CCN(c2cc(=O)n(-c3ccc(Cl)cc3)c(=O)[nH]2)CC1 returned Kir21 inh -0.01 and STK33 inh -0.5.
COc1cc(/C=C/C(O)=C/C(=O)/C=C/c2ccc(O)cc2)ccc1O was read as STK33 inh 43*.
Screening COc1ccc(C(=O)Nc2cc3c4c(c2)CC(=O)N4CCC3)cc1 returned Kir21 inh 0 and STK33 inh 0.7.
Screening Cn1c(=O)c(=O)n(C)c2cc(S(=O)(=O)N3CCOCC3)ccc21 returned Kir21 inh -0.89 and STK33 inh -0.5.
For CCOC(=O)C/C(N)=N/N(C)c1ncc(C(F)(F)F)cc1Cl the results were Kir21 inh -0.93 and STK33 inh -1.5.
`O=C(c1ccc(COc2ccccc2Cl)o1)N1CCCC1` gave Kir21 inh -1.7 and STK33 inh -3.4.
`O=S(=O)(c1ccc(Cl)nc1)N1CCCc2ccccc21` gave Kir21 inh -3.3 and STK33 inh -1.0.
Screening O=C(CSCc1ccccc1)Nc1cccc(F)c1 returned Kir21 inh 0.27.
CC1CN(Cc2ccccc2)C(C)CC1O (stereo not given) was read as Kir21 inh 2.5 and STK33 inh -1.1.
For COc1ncnc2c1oc1ccccc12 the results were Kir21 inh -0.03 and STK33 inh -1.4.

Compounds were not picked by outcome, and some 0.84% of all compounds hit somewhere here.
